Cdc25B block – inhibitors of human Cdc25B phosphatase; P30305; recombinant Cdc25B, OMFP fluorescence Ex485/Em525; inhibition, %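 (compounds tested at 10 µM final in the well)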; 65,000 tested, 0.1% active; in the data active = inhibition above about 50%
Hsp90 block – displaces geldanamycin probe from tumor Hsp90. P07900. NCI-N417 lysate Hsp90, Cy3B-geldanamycin FP displacement. inhibition, % at 30 µM. 64,000 tested, 0.35% active;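 active = inhibition above 50%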;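 note: 0% = tracer plus lysate wells and 100% = tracer alone without lysate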
JNK3 blocker – blocks human JNK3 kinase activity; P53779; purified JNK3 kinase activity, HTS; inhibition, % at 8 µM; 60,000 tested, 0.61% active; AID 746; in the data active = inhibition above about 17%;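 note: 0% = DMSO and 100% = reference inhibitor; many of its hits are not listed in these tables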
Target sequence (P53779 whole entry, looked up): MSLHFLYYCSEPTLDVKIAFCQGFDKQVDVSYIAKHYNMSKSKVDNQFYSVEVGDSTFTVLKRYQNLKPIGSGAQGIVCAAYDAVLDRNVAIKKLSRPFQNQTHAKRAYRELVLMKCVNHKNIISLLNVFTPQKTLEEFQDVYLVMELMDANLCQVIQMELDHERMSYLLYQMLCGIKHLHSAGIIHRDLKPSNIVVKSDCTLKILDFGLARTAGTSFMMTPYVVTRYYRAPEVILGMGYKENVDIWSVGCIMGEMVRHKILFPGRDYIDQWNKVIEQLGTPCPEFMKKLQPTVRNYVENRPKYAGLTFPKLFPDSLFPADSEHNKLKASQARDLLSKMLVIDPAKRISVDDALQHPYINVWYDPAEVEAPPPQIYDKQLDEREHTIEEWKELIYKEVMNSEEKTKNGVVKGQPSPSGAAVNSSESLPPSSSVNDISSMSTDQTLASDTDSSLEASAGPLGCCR
A340 absorber – absorbance at 340 nm; 65,000 tested, under 10 active; fold change at 10 µM; compound absorbance at 340 nm, fold over control; AID 708;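 active = at 10 µM dose, initial 340 nm absorbance at least 2 fold that of control wells; inactive = change under 2 fold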;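 note: initial absorbance extrapolated from kinetic A340 decline of NADH oxidation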
Fluor 339 460 – intrinsic fluorescence of library compounds, ex339/em460 – biochemical, MLSMR library, data from DPM-DC assay, artefact control, profiling panel. compound autofluorescence, ex339/em460 nm, NADH buffer; hits give high values; 1 = no-compound wells, NADH background. fluorescence fold increase at 10 µM. 65,000 tested, 5.5% active;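 active = at 10 µM, mean starting fluorescence two-fold or more over control wells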;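 note: signal is the first read of a kinetic run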
MKP-1 inh – inhibitors of human MKP-1 phosphatase; 65,000 tested, 0.15% active; P28562; inhibition, %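 (compounds tested at a single concentration somewhere between 10 and 100 µM)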; recombinant MKP-1, OMFP hydrolysis fluorescence;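 active = inhibition above about 50%, limit read from the data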;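 note: 0% = DMSO max control wells and 100% = wells with enzyme stopped by NaOH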
Target sequence (P28562 whole entry, looked up): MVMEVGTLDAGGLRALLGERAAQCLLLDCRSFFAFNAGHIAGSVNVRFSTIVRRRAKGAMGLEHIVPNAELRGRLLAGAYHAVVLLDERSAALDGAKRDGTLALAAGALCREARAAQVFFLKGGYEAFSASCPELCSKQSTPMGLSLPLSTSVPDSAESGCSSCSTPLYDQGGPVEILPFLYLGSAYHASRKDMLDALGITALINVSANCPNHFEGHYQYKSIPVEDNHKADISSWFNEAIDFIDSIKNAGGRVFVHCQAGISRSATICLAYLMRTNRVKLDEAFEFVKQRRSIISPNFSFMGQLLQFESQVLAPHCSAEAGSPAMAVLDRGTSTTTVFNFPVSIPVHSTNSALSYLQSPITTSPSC
HER2 expr 66K – Her2 kinase expression inhibition | SKBR-3 HER2 protein level, AlphaScreen, 18-24 h; hits give low values | AID 645 | P04626 | HER2 level % of control, % at 10 µM | 65,000 tested, 0.69% active;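 active = HER2 level under 5% of the carrier-only control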;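 note: 100% = DMSO carrier and 0% = 500 nM PU-H71 HSP90 inhibitor; lower value means stronger loss of Her2 protein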
PKA kinase inh – blocks human protein kinase A activity; AID 524; inhibition, % at 6 µM; PKA Kemptide phosphorylation, Kinase-Glo ATP luminescence; 65,000 tested, 0.1% active; P17612;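 active = inhibition above the screen-wide mean inhibition plus 3 SD, cut at about 21% in these data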; note: many of its hits are not listed in these tables
ROCK2 inh – inhibitors of human Rho kinase 2. O75116. purified ROCK2, Kinase-Glo ATP depletion luminescence. inhibition, % at 6 µM. 60,000 tested, 0.35% active;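 active = inhibition above the screen-wide mean inhibition plus 3 SD, cut at about 18% in these data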;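 note: plate controls were DMSO wells for no effect and Y-27632 control wells after no-enzyme background subtraction for full effect; many of its hits are not listed in these tables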
* marks the source's active call; other numbers are inactive results; / = no result given.

SMILES	Cdc25B block	Hsp90 block	JNK3 blocker	A340 absorber	Fluor 339 460	MKP-1 inh	HER2 expr 66K	PKA kinase inh	ROCK2 inh
COc1ccc(C(=O)CN2CCN(c3ccc(F)cc3)CC2)cc1OC	-2	-4	0	1	1.1	-6	101	12	8
Cc1cccc(NC(=O)Cn2nnc(-c3ccc(CN4CCCC4)cc3)n2)c1C	1	1	2	1.1	1.1	21	68	-11	-3
COc1ccc(-c2nnc3sc(C4CCCCC4)nn23)cc1OC	-10	2	-2	1	0.84	15	69	-4	2
O=C(NCCc1nc2ccccc2[nH]1)c1ccc(F)cc1	-6	-7	11	1	1.1	7	68	11	12
COCCn1c(SCC(=O)OC(C)C)nnc1-c1ccccc1	-9	-8	-2	1	1	-11	95	8	4
O=C(Cn1c(C(=O)NCC2CCCO2)cc2sccc21)c1ccccc1 (stereo not drawn)	-18	-1	0	1	1.1	1	79	5	10
N/C(CN1CCCC1=O)=N\O	-3	0	-4	1	1	-34	77	-11	-9
Cn1c(=O)oc2cc(S(=O)(=O)NCCC(=O)NCCc3ccc(Cl)cc3)ccc21	-8	-3	-1	0.99	1.1	9	106	12	6
COc1ccccc1OCCSc1nc2ccccc2c(=O)[nH]1	4	3	-3	1.1	1.1	-10	96	-11	-6
CCOC(=O)CNc1nc(C#N)nc(N2CCOCC2)n1	-12	-4	10	1	1	-28	103	14	8
Cc1ccccc1Nc1cc2ccccc2c(=O)[nH]1	81*	79*	-1	1	2.8*	8	15	2	4
C=CCN(C(=O)CNC(=O)c1ccco1)C(C(=O)NC1CCCCC1)c1ccccc1F (stereo not drawn)	0	-1	0	1	1.1	-5	110	-5	-1
O=C(COC(=O)C1COc2ccccc2O1)NC(=O)Nc1ccc2c(c1)OCCO2 (stereo not drawn)	5	10	0	0.98	1	-7	103	7	4
CN(C)c1ccc(/C=C/c2cc[n+]([O-])cc2)cc1	5	-2	-21	1.1	1.1	-9	138	6	4
CCCCN(C(=O)NC(=O)Nc1ccccc1C)S(C)(=O)=O	-8	2	-6	1	1.1	7	105	13	7
CCOc1cc2c(cc1OCC)C(C(=O)O)C(c1cc(OC)c(OC)c(OC)c1)N(C)C2=O (stereo not drawn)	2	-16	-1	1	0.87	-2	91	3	1
CCCCOc1ccccc1Cn1c(=O)oc2ccccc21	1	-3	1	0.98	1.1	4	97	2	5
Cc1cc(C)n(-c2ncnc3sc(C)c(C)c23)n1	14	-2	-6	1	1.6	11	110	-1	2
Cc1ccc(-c2nc3c(=O)n(C)c4ccccc4c3o2)cc1	-11	2	-5	1	4.7*	4	98	-2	-2
COc1ccccc1NC(=O)Nc1ncccc1C	-4	-1	3	0.96	1.1	1	75	-4	-1
COc1ccc(N(CC(=O)Nc2ccc3c(c2)OCO3)S(=O)(=O)c2ccccc2)c(OC)c1	-4	-1	3	1	1.1	1	93	4	5
CCNS(=O)(=O)c1cc(Br)ccc1OC	-10	0	0	1.1	1.1	1	103	2	3
O=C(NC1CCS(=O)(=O)C1)N1CCCCC1 (stereo not drawn)	31	0	3	1	1	-3	82	4	-1
O=C(O)COc1ccc(-c2nnn(Cc3ccccc3F)n2)cc1	46	-3	-3	1	1.1	4	56	7	9
O=C1NC(=S)S/C1=C1\Sc2ccccc2N1CCCS(=O)(=O)O	-3	-2	6	1.1	1	11	93	7	3

(cont.)
SMILES	Cdc25B block	Hsp90 block	JNK3 blocker	A340 absorber	Fluor 339 460	MKP-1 inh	HER2 expr 66K	PKA kinase inh	ROCK2 inh
O=C(Nc1ccccc1)NC1(C(=O)NCc2ccco2)CCCCC1	12	-1	0	0.97	1	2	102	2	2
CCn1nnnc1SCC(=O)N1CCOCC1	0	-2	0	0.97	1	0	90	9	5
O=C(CCc1ccccc1)Nc1nc2ccc(S(=O)(=O)N3CCOCC3)cc2s1	-10	-3	-4	1.1	1.1	16	44	4	4
CC1CCN(CCCNC(=O)c2n[nH]c(=O)c3ccccc23)CC1	2	-5	2	1.1	1.1	5	94	5	3
O=C(Nc1cccc(C(=O)N2CCOCC2)c1)c1ncn[nH]1	-10	-5	7	1.1	1.1	-1	77	17	8
N=c1c2c(-c3ccccc3)c(-c3ccccc3)n(Cc3ccco3)c2ncn1CCN1CCOCC1	-3	-2	-11	1	1.1	28	49	-5	-8
Cc1[nH]c2ccc(Br)cc2c(=O)c1CN1CCOCC1	-8	-4	3	1	1.1	14	92	5	2
O=C(O)Cn1nnnc1-c1ccc(F)cc1	-6	-11	0	1	1.1	-6	75	6	1
N#Cc1ccc2ccn(CC(=O)N3CCCc4ccccc43)c2c1	-6	-7	6	1.1	1.4	2	63	9	8
CC1(C(=O)NCc2cccnc2)CCC(=O)N1Cc1cccs1 (stereo not drawn)	-9	-4	-6	0.97	1.1	-9	111	9	3
CCOC(=O)C1CCN(C(=O)CN(C)S(=O)(=O)c2cc(C)ccc2OC)CC1	-9	-2	6	1	1.1	12	118	3	0
Cc1cc2c(cc(C(=O)N3CCC(C(=O)NC4CCCC4)CC3)n2Cc2c(F)cccc2Cl)o1	-10	-2	2	1	1	15	58	-8	1
COc1ccccc1NC(=O)CN1CCCCC1	-7	-3	3	1.1	1.1	0	88	4	6
O=C(c1ccco1)[C@@H]1[C@@H]2C(=O)N(c3ccc(F)cc3)C(=O)[C@@H]2C2c3ccccc3C=CN21 (stereo partly drawn)	-5	-16	4	1	1.2	-2	111	9	5
COc1ccc(N2CSC3=C(C#N)C(c4cc(OC)c(OC)cc4OC)CC(=O)N3C2)c(OC)c1 (stereo not drawn)	1	-3	0	1.1	0.96	12	80	5	1
COc1ccc(CCNC(=O)CCNS(=O)(=O)c2ccc3c(c2)CCN3C(C)=O)cc1OC	-8	-4	5	1	1	10	110	8	1
CC(=O)N1CCc2cc(S(=O)(=O)CCC(=O)N3CCN(C(=O)c4ccco4)CC3)ccc21	5	1	5	0.98	1.1	0	150	9	5
COc1ccc(CNC(=O)CSc2nnc(-c3ccc(NC(C)=O)cc3)n2C)cc1	-11	-6	-4	1.1	1.1	-3	97	9	9
Cc1ccc(C(C)NC(=O)c2cc(C)oc2C)cc1 (stereo not drawn)	-14	-6	-4	1	1.1	-5	84	12	-1
COc1ccc(-c2csc(NC(=O)C3CCCO3)n2)cc1 (stereo not drawn)	2	0	0	1	1.1	-5	113	10	4
COc1ccc2[nH]c(=O)c(CN(Cc3ccc(C)cc3)Cc3nnnn3CC3CCCO3)cc2c1 (stereo not drawn)	-5	-2	5	1.1	2.1*	20	101	9	9
COc1ccc(NC2=NCCC(=O)N2Cc2cccs2)cc1	-26	-1	-1	1	0.98	2	86	4	-1
COc1ccccc1CNC(=O)COC(=O)c1ccc(NC(N)=O)cc1	-7	/	/	1	1.1	12	/	8	/
Cn1nc(-c2ccc(N3CCOCC3)c(NS(=O)(=O)c3ccccc3)c2)c2ccccc2c1=O	-4	-3	-1	1	1.2	-3	103	6	7
COC(=O)CSc1nc2cc(Cl)ccc2c(=O)n1C1CCCC1	-1	1	-4	1	1.1	21	91	-4	-16

Reprinted at random: 7 compounds from above, in no set order.
SMILES	Cdc25B block	Hsp90 block	JNK3 blocker	A340 absorber	Fluor 339 460	MKP-1 inh	HER2 expr 66K	PKA kinase inh	ROCK2 inh
COc1ccc(CNC(=O)CSc2nnc(-c3ccc(NC(C)=O)cc3)n2C)cc1	-11	-6	-4	1.1	1.1	-3	97	9	9
O=C(CCc1ccccc1)Nc1nc2ccc(S(=O)(=O)N3CCOCC3)cc2s1	-10	-3	-4	1.1	1.1	16	44	4	4
COc1ccc(CCNC(=O)CCNS(=O)(=O)c2ccc3c(c2)CCN3C(C)=O)cc1OC	-8	-4	5	1	1	10	110	8	1
COc1ccccc1NC(=O)CN1CCCCC1	-7	-3	3	1.1	1.1	0	88	4	6
COc1ccc2[nH]c(=O)c(CN(Cc3ccc(C)cc3)Cc3nnnn3CC3CCCO3)cc2c1 (stereo not drawn)	-5	-2	5	1.1	2.1*	20	101	9	9
Cc1[nH]c2ccc(Br)cc2c(=O)c1CN1CCOCC1	-8	-4	3	1	1.1	14	92	5	2
CCn1nnnc1SCC(=O)N1CCOCC1	0	-2	0	0.97	1	0	90	9	5

The listing continues.
SMILES	Cdc25B block	Hsp90 block	JNK3 blocker	A340 absorber	Fluor 339 460	MKP-1 inh	HER2 expr 66K	PKA kinase inh	ROCK2 inh
CC(=O)Nc1ccc(S(=O)(=O)N(C)c2ccc(O)cc2)cc1	-10	0	8	1	1.1	8	84	8	3
Cc1ccc(-c2nn3c(C)nnc3s2)cc1NC(=O)c1ccc(Br)o1	-14	-1	-4	1.1	1.1	6	91	4	2
Cc1nc2nc(COc3ccccc3)nn2c(C)c1Cl	-3	0	-5	1	1.1	10	101	11	7
COC(=O)c1cc2oc(C)cc2n1CC(=O)N1CCCc2ccccc21	-5	-8	6	1	0.85	13	94	6	4
COCCn1c(-c2ccc(OC)cc2)cnc1SCC(=O)Nc1cc(C)on1	-4	3	-11	0.96	1.1	-17	98	-4	1
C=CCN1C(=O)C2C(C(=O)NC)C3(C)C=CC2(O3)C1C(=O)NCc1ccc(OC)cc1 (stereo not drawn)	-8	/	/	0.97	1.1	7	110	-2	/
OCc1nc2ccccc2n1CCCOc1ccccc1	-16	1	3	1.1	1.1	-4	135	8	6
COc1ccc(CNC(=O)C(c2ccco2)N(Cc2cccs2)C(=O)Cc2cccs2)cc1 (stereo not drawn)	-16	-4	7	0.99	1.1	4	80	7	4
COc1ccc(-c2noc(COc3ccccc3OC)n2)cc1OC	-18	-3	1	1	1	0	112	1	-4
CCN1CCN(CCNC(=O)c2ccc(CS(=O)(=O)c3c(Cl)cccc3Cl)o2)CC1	7	1	6	1	1.1	8	104	-8	0
COC(=O)C1C(c2ccccc2)C(C(=O)N2CCN(C)CC2)C1c1ccccc1 (stereo not drawn)	-4	-2	1	1.1	1.1	-1	90	5	7
CCS(=O)(=O)Nc1ccc(-c2nnc(SCC(=O)OC)o2)cc1	5	-1	1	1	1.1	-12	86	3	2
Nc1cc(OC(=O)c2ccco2)nn1S(=O)(=O)c1ccc(F)cc1	-9	-3	/	0.98	1.1	20	96	11	/
CCOc1nnnc2c1sc1nc(N3CCOCC3)c3c(c12)CC(C)(C)OC3	-27	-2	-1	1	1	-13	101	2	-11
O=C1C2=C(SCCS2)C(=O)N1c1ccccc1	7	-2	-2	1	1	6	105	-3	0
COc1ccc(S(=O)(=O)NCC(c2cccnc2)N2CCN(c3ccccc3OC)CC2)cc1C (stereo not drawn)	-1	-2	-7	1	1.2	33	82	5	2

Not all compounds are listed; count on the stated rates, not on these rows.
